Bioassay records: PubChem, National Center for Advancing Translational Sciences (NCATS)
12-LOX inh: ALOX12 (human) lipoxygenase inhibition; P18054; purified 12hLO, xylenol orange hydroperoxide absorbance; Potency, µM (doses to about 108 µM), for the others: at the top dose activity change, negative = inhibition, most hits filed as inhibitors; 580,000 tested, 1.1% active; AID 1671190; active means well fitted inhibition curve with a large enough effect; inconclusive means small, poorly fitted or top-dose-only effect, or another doubt; inactive means no such curve, though single readings can be large or run the other way
Target sequence (P18054 whole entry, looked up): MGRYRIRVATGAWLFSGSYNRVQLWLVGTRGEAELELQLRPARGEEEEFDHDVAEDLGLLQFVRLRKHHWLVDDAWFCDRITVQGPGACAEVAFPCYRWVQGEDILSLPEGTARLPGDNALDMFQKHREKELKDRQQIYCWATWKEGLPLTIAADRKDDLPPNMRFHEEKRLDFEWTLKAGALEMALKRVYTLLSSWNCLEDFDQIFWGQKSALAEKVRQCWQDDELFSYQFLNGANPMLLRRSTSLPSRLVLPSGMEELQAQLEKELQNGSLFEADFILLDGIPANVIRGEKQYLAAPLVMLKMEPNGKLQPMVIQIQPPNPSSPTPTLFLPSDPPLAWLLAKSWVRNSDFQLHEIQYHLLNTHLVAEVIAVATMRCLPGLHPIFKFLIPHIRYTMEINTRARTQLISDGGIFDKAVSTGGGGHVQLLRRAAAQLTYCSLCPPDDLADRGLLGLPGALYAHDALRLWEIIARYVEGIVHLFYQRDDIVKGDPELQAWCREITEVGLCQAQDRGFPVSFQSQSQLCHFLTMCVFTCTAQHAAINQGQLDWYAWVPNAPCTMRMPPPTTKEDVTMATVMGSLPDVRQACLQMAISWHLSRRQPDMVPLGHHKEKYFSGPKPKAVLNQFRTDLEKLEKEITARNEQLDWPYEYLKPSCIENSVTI
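Purified human 12hLO (150 nM final) in 25 mM Hepes, 0.01% Triton X-100, pH 7.0 was preincubated 15 min at room temperature with compound. Then 40 uM arachidonic acid was added, 30 min. Hydroperoxide was read by Fe-XO absorbance ratio 573/405 nm.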
Numbers without * were called inactive; ? = inconclusive; [ ] = dose if it differs, or a comment. On the % scale 0 is the no-effect control and ±100 the full control effect; potency means the concentration at half of the fitted maximal effect. Only part of the results is shown; rates above refer to the full screens.

12-LOX inh	mol
63%[activator]	CN(CCc1ccccn1)[C@@H]1[C@H](O)[C@H](CO)O[C@@H]1CNC(=O)Nc1ccc(F)cc1F
7%[176 µM]	Cc1ccc(C(=O)N[C@H]2CO[C@H]3[C@@H]2OC[C@@H]3Nc2nccc(C(C)(C)C)n2)cc1
23%[176 µM]	CC1(C)[C@H]2CC[C@@H](CNC(=O)c3ccc(Cl)cc3)[C@@H]1C2
-12%	COc1cccc(N2C(=O)NC(=NC3CCCCC3)C23CCN(C(C)=O)C3)c1 (stereo not drawn)
36%	COc1ccc(C(=O)NC2CCN(c3cc(-c4ccccc4)[nH]n3)CC2)cc1F
27%	CC1=NOC(C(=O)N2CCCn3nc(C(=O)NCCN(C)C)cc3C2)C1 (stereo not drawn)
-7%	CC(C)OC(=O)COc1ccc2c(-c3cc4ccccc4oc3=O)cc(=O)oc2c1
18%	O=C(NC1CCCN(c2cc(-c3ccccc3)[nH]n2)C1)c1cc(Cl)ccc1F (stereo not drawn)
-28%	NC(=O)c1cccc(Oc2ccc([N+](=O)[O-])c3cnccc23)c1
?	CCCN(CC)c1ccc(/C=N/NC(=S)Nc2ccc(CC)cc2)cc1
3%[176 µM]	O=C(Nc1cccc(F)c1)N1CCC(O)(c2csc(CN3CCOCC3)n2)CC1
43%[activator]	CCCc1cc(N2CCC(NCCOC(C)C)CC2)nc(C)n1
3%	N#Cc1ccc(S(=O)(=O)N2CCN(C(=O)c3ccc(Cn4nnc5ccccc54)cc3)CC2)cc1
-7%	COc1cc(C#N)ccc1OCc1c(F)cccc1Cl
-55%	COc1ccc(Nc2cc3c(cn2)cc(-c2cnn(C)c2)n3Cc2ccccc2)cc1OC
13%	COc1ccc(C(=O)NCCn2ccn3nc(-c4ccc(C)c(C)c4)cc3c2=O)cc1F
9%	O=C([C@@H]1C[C@H](Oc2ccccc2)CN1C(=O)C1CCCC1)N1CCOCC1
59%[activator]	CCN1CCN(C(=O)C2CCCN(Cc3cccnc3)CCC(=O)NCC2)CC1 (stereo not drawn)
0%	O=C(CSc1ncc(-c2cccc(Br)c2)o1)NC1CCCCC1
-7%	N#Cc1ccc(C(=O)N2CCC(n3cc(-c4nc(-c5ccccc5)no4)nn3)C2)cc1 (stereo not drawn)
14%	COc1cccc(NC(=O)N2CCC(c3cc(-c4cccc(C)c4)n[nH]3)CC2)c1
30%[activator]	CN(C)C[C@@H]1CN(C)C[C@H]1NC(=O)c1ccc(F)c(F)c1
20%	Cn1cnc2c1c(=O)n(Cc1ccc(Br)cc1)c(=O)n2C
5%	COCC1(C(=O)N2CCc3c(c(C(=O)O)nn3CC3CC3)C2)CCC1
?	Cc1oc2cc(OCC(=O)Nc3ccc(F)cc3F)ccc2c(=O)c1Oc1ccccc1

Sorted by value in 12-LOX inh (falling): 3 of the compounds above.
12-LOX inh	mol
18%	O=C(NC1CCCN(c2cc(-c3ccccc3)[nH]n2)C1)c1cc(Cl)ccc1F (stereo not drawn)
5%	COCC1(C(=O)N2CCc3c(c(C(=O)O)nn3CC3CC3)C2)CCC1
-12%	COc1cccc(N2C(=O)NC(=NC3CCCCC3)C23CCN(C(C)=O)C3)c1 (stereo not drawn)

(cont.)
12-LOX inh	mol
6%	CN1/C(=C/C(=O)C(F)(F)C(F)(F)C(F)(F)F)Sc2ccccc21
1%	CN1CCC(OC2CCN(C(=O)c3cnn(C)c3)CC2)CC1
0.89µM*	Nc1nc2c(s1)C(c1ccccc1OCc1ccccc1Cl)CC(=O)N2 (stereo not drawn)
22%	O=C(OCc1ccccc1)N1CCC2(CC1)C(=NC1CCCC1)NC(=O)N2c1cc(F)cc(F)c1
?	N#C/C(=C\c1ccco1)C(=O)c1ccccc1
2%	O=C(NCCCCCCCN1CCCC1)c1ccco1
-5%	CC(NC(=O)CSc1nnc(COc2ccc(Cl)cc2)n1C)c1ccc(F)cc1 (stereo not drawn)
-9%	Cc1cccc(NC(=O)CSc2ncc3c(n2)-c2ccc(Cl)cc2N(C)S3(=O)=O)c1
49%[activator]	CN1CCCN(S(=O)(=O)c2ccccc2)CCC(=O)NCC1
7%	CCc1ccc(CNC(=O)c2nccnc2N)s1
42%[activator]	O=C(Cc1ccccc1)N1CCC2(CC1)COc1ccccc1NC2=O
-5%	Cc1ncccc1C(=O)N1CCCCCCNC(=O)[C@@H]2CCCC[C@@H]21
-2%	COC(=O)/C(=C\c1ccc([N+](=O)[O-])cc1)NC(C)=O
?	Cc1cc(C(=O)N/N=C/c2ccncc2)cs1
?	O=C(Nc1ccccn1)c1cc(-c2cccs2)nc2ccccc12
4%[176 µM]	C[C@@H](NC(=O)c1ccc(Cl)cc1)c1onc(-c2ccc(F)cc2)c1C(=O)O
15%	O=C1[C@@H]2C[C@@H](CN2C(=O)c2cccnc2)Oc2ccccc2N1Cc1ccc(OC(F)(F)F)cc1
?	CC1(C)CCCC(C)(C#CCN(Cc2ccccc2)Cc2ccccc2)O1 (stereo not drawn)
3%	CN(C)C(=O)CSc1nc(C2CC2)nc2ccccc12
0%	COc1ccc(-c2c(C)oc3cc(OCCN4CCCCC4)ccc3c2=O)cc1OC
-6%	CC/C=C(/C)C(=O)NC(C)CN1CCOCC1 (stereo not drawn)
8%	CCCn1c(C2CC(=O)N(c3ccc(CC)cc3)C2)nc2ccccc21 (stereo not drawn)
-8%	Cc1oc2cc(OCc3ccccc3)ccc2c(=O)c1Oc1ccccc1
-9%	COc1cccc(CN2CCCN(S(C)(=O)=O)C(c3ccccc3)CC(=O)NCC2)c1 (stereo not drawn)
-6%	COc1ccc(C(=O)Nc2ccc3nc(N4CCCC4)sc3c2)c(OC)c1

Printed as active in 12-LOX inh (from the list above):
12-LOX inh	mol
0.89µM*	Nc1nc2c(s1)C(c1ccccc1OCc1ccccc1Cl)CC(=O)N2 (stereo not drawn)

(cont.)
12-LOX inh	mol
-22%	CN1C[C@@H](NC(=O)c2ccc3c(c2)OCO3)C[C@H]1c1nc(-c2ccc3ccccc3c2)no1
8%	CC(C)C(NC(=O)C(C)(c1ccccc1)c1ccccc1)c1ccccc1 (stereo not drawn)
-14%	COc1cccc(-c2cc(C3CCN(C(=O)c4cc(C)ccc4C)CC3)[nH]n2)c1
4%[6.33 µM]	CC(=O)NCC(=O)N1Cc2ccccc2CC2(CCCN(CC3CCNC3)C2)C1 (stereo not drawn)
-26%	CCC(C)(CNC(=O)c1cc(=O)c2ccccc2o1)N1CCOCC1 (stereo not drawn)
-12%	O=C(CN(CC1CCOC1)C1CC1)NC1CC1 (stereo not drawn)
-20%	CC(=O)N1CCSc2ccc(S(=O)(=O)Nc3ccc(C)c(N(C)C)c3)cc21
37%[activator]	CCCNC(=O)C(NC(=O)c1ccc(C)cc1)C1CCN(C(=O)c2ccc(F)cc2)CC1 (stereo not drawn)
57%[activator]	CC[C@@]1(C(=O)O)C[C@H](C(=O)N(C)CCOC)[C@H](c2ccc(OC)cc2)N1C
48%[activator]	CC(=O)Nc1ccc(C(=O)N2CCC3(CC2)N=C(c2ccc(C)cc2)NO3)cc1
-22%	O=S(=O)(NCc1nnnn1-c1ccccc1)c1ccc(Cl)cc1
35%	COc1ccc(OC)c(NC(=O)Cn2ccc3cc(OC)ccc32)c1
1%	NC1CCC(n2cc(C(=O)N3CCC(Nc4ccccn4)CC3)nn2)CC1 (stereo not drawn)
16%	CCS(=O)(=O)N1CCCN(Cc2ccncc2)C(c2ccccc2)CC(=O)NCC1 (stereo not drawn)
18%	Cc1cc(OCC(=O)c2ccc3c(c2)N(CCCC(=O)NCC2CC2)C(=O)CO3)ccc1Cl
11%	CC(C)c1ccc(CN2CCCC3(CCN(C(=O)c4ccnn4C)C3)C2)cc1 (stereo not drawn)
-4%	O=C1NC2(CCN(Cc3ccc(C(F)(F)F)cc3)CC2)Oc2ccccc21
?	CCCC1NC(=O)N(Cc2ncc(-c3ccc(Cl)cc3)o2)C1=O (stereo not drawn)
4%[176 µM]	NC(=O)[C@@H]1CCCN1CC[C@H]1CN(C(=O)Nc2ccccc2)CC[C@H]1CC(=O)O
7%	CC1CCC(NC(=O)c2ccc3c(Cl)c4c(nc3c2)CCCC4)CC1 (stereo not drawn)
29%	CC(C)c1ccccc1NC(=O)C=C1CCCCC1
-11%	Cc1cc(C)c(NC(=O)Cn2cccc2-c2nc(-c3ccc4c(c3)OCO4)no2)c(C)c1
2%	O=C(NCCC1CCN(Cc2ccccc2)CC1)C1CCCN(c2ncnc3nc[nH]c23)C1 (stereo not drawn)
29%	CC(C)CN(C(=O)CC1COc2ccc(C(=O)N(C)C)cc2N1C)C1CC1 (stereo not drawn)
61%[activator]	COc1ccccc1N1CCN(C(=O)Nc2n[nH]c(Cc3ccccc3)n2)CC1

Grouped by structure: those above with a furan ring, fused or not (two)
12-LOX inh	mol
?	N#C/C(=C\c1ccco1)C(=O)c1ccccc1
2%	O=C(NCCCCCCCN1CCCC1)c1ccco1

Following part
12-LOX inh	mol
-13%	CCCC(C)NC(=O)CSc1nnc(Nc2ccc(CC)cc2)s1 (stereo not drawn)
14%[176 µM]	CC(C)C[C@@H]1N[C@H](C(=O)N2CCC(CO)CC2)Cc2c[nH]c3cccc1c23
18%	Cc1ccc(N2CCN(C(=O)c3noc(-c4ccc[nH]c4=O)n3)CC2)cc1
39%[activator]	CCn1cnnc1CC1CCN(C(=O)CCCC(=O)n2nc(C)c3ccccc32)CC1
?	CCOC(=O)c1ccc(NC(=O)COC(=O)c2ccc3ccccc3n2)cc1
6%	CN(CCOc1ccccc1)C(=O)c1cnc2ccccc2n1
11%	COc1cc(/C=C(/C#N)c2nc3ccccc3[nH]2)ccc1OCc1ccccc1C#N
33%	CC(SC(C)c1ccccc1)C(=O)Nc1ccccc1F (stereo not drawn)
?	O=C1NCc2ccccc2CC12CCN(Cc1ccc(-c3ccccc3)cc1)CC2
27%	CN(CCO)c1ccc2c(c1)Oc1ccccc1CN(Cc1cn(Cc3ccccc3C(F)(F)F)nn1)S2(=O)=O
5%	CN[C@@H](CC(C)C)c1nc(-c2cccnn2)no1
?	Cc1ccc(N2CCN(C(=O)c3cc4cc([N+](=O)[O-])ccc4oc3=O)CC2)cc1C
27%	COc1ccc(CCC(=O)N2CCC3(CC2)CC(OCC2CC2)CCO3)cc1 (stereo not drawn)
-2%	C=CCNC(=O)C1CCN(Cc2ccc(Cl)cc2)CC1
8%	O=C(Cc1ccc(F)cc1)NCc1nnc2cc(-c3nc(C4CC4)no3)ccn12
?	CC(=O)c1ccc(NC(=O)C(C)Sc2nc3nc(C)cc(C)c3c(=O)[nH]2)cc1 (stereo not drawn)
33%	CCOc1cccc(C(=O)N(Cc2c(F)cccc2Cl)c2ccccn2)c1
17%	C[C@]1(CO)[C@H]2Cc3sc(NC(=O)C4CCC4)nc3[C@@H](CC(=O)N3CCOCC3)[C@]2(C)CC[C@H]1O
?	Cc1ccc(-c2noc(CNc3ccc(Cl)c(Cl)c3)n2)cc1
26%	Nn1cnc2c(ncn2C2OC(CO)C(O)C2O)c1=O (stereo not drawn)
34%	Cc1ccc(S(=O)(=O)N(C)CC2CCOCC2)cc1C
5%	O=C(c1ccc(Cl)nc1)N1CCn2c(nn(-c3ccncc3)c2=O)C1
-11%	O=C(O)CCc1nc(C2CCOCC2)n[nH]1
6%	Cn1c(C(=O)N2CCN(S(=O)(=O)c3cccs3)CC2)cc2ccccc21
28%	CC(C)Cc1cc(C(=O)NCc2nc(Cc3cccs3)no2)on1

Three structures out of the list, arranged by heavy-atom count, rising.
12-LOX inh	mol
-7%	COc1cc(C#N)ccc1OCc1c(F)cccc1Cl
28%	CC(C)Cc1cc(C(=O)NCc2nc(Cc3cccs3)no2)on1
27%	CC1=NOC(C(=O)N2CCCn3nc(C(=O)NCCN(C)C)cc3C2)C1 (stereo not drawn)

Carrying on.
12-LOX inh	mol
28%[176 µM]	CC(=O)N1CC2(Cc3ccccc3CN2C(C)=O)C1
?	CCc1nnc([C@@H]2CC(F)(F)CN2C(=O)c2cc(C)oc2C)o1
12%	O=C(Cc1cccc(F)c1)N1CCC(Cc2nncn2-c2ccccc2)CC1
2%	COc1ccc(Cc2nc3nccc(-c4ccncc4)n3n2)cc1
1%	CCC(C)(C)C(=O)N1CCC2(CC1)CC(N(Cc1ccc(F)cc1)C1CC1)CCO2 (stereo not drawn)
5%	CCn1nccc1C(=O)NCc1cc(C)cc2c(C)c(-c3ccccc3)[nH]c12
-1%	Cc1nc(C2CC(O)C2)cc(N2CCC(OCc3cccnc3)CC2)n1 (stereo not drawn)
10%	O=C(CCc1ccc2c(c1)CNCCO2)NCC1CC1
5%	O=C(Nc1cccc2[nH]ccc12)C(=O)NC1CCCC1
?	CC(C)N1C(=O)C(NC(=O)C(=O)NCCc2c[nH]c3ccc(Cl)cc23)c2ccccc21 (stereo not drawn)
-2%[6.33 µM]	c1ccc(CC2=NOC3(CCN(CC4CCCCC4)CC3)C2)cc1
-2%[176 µM]	COc1ccccc1CN1CCc2nc(C(=O)Nc3ccccc3)oc2CC1
-11%	Cc1cccc(C)c1OCCCN
20µM*	O=C(/C=C/c1ccc(-c2ccccc2Cl)o1)c1ccccc1
4%	Cc1ccc(C2NC(=O)N(CC(=O)N(C)c3ccccc3)C3=C2C(=O)OC3)cc1 (stereo not drawn)
-6%	Cc1ccc(-n2c(C3CCN(C(=O)Cc4ccccc4F)CC3)n[nH]c2=O)cc1
4%	Cc1ccsc1CNS(=O)(=O)c1cccs1
0%	CC(C)Oc1ccc(-c2nc(N3CCCCC3)c3ccccc3n2)cc1
-29%	CCCNCc1ccc(-c2ccc(Br)cc2)o1
38%[activator]	COc1nccnc1NC1CCN(C(=O)c2cnccn2)CC1
?	CC(C)Oc1ccc(-c2cc(C(=O)O)c3ccccc3n2)cc1
